# D1 antag: human D1 dopamine receptor antagonism. activity change, negative = inhibition, % at 10 µM. AID 504652. actives 3.2% (n = 360,000). HEK293 TREx D1 cells, calcium flux, dopamine EC80; stronger effect = lower value. P21728; in the data active means activity change below about -30%; further: on the % scale 0 is the no-effect control and ±100 the full control effect
#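 Compound effects on dopamine-evoked calcium signalling were measured in tetracycline-induced HEK293 Trex D1 cells. Dopamine at EC80 followed a 180 s compound pre-read, and fluorescence was tracked kinetically for 180 s more.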
# TRHR enhancer: TRH receptor (human) allosteric enhancement; actives 0.66% (n = 360,000); P34981; TRHR cells, fluo-8 calcium fluorescence, EC20 TRH enhancement; AID 493056; enhancement, % at 2 µM; in the data active means enhancement above about 30%; further: 0% is about no effect
# Target sequence (P34981 whole entry, looked up): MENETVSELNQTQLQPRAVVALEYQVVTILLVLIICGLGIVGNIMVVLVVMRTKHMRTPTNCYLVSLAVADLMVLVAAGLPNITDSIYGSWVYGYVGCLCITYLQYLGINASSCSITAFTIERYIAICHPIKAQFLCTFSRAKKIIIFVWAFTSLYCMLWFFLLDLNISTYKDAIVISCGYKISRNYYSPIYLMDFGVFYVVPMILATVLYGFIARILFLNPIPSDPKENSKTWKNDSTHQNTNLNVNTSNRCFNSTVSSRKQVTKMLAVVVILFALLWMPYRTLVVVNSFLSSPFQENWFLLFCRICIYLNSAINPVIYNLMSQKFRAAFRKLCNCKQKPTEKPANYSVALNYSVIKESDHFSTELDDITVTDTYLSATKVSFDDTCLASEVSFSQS
#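 TRHR-expressing cells loaded with fluo-8 calcium dye were read kinetically (ex 480/em 530) during compound addition, then stimulated with an EC20 of TRH (10 nM final). Enhancement of the Gq-mediated intracellular calcium response was scored.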
# D1 agonist: activates the human D1 dopamine receptor | actives 1% (n = 360,000) | activation, % at 2 µM | P21728 | HEK293 T-REx D1 cells, calcium flux, agonist mode; further: 0% is about no effect
#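 Agonism was scored from calcium flux recorded over 180 s (1 read/s) after pintool compound addition, following a 10-cycle baseline. Cells were inducible force-coupled HEK293 TREx D1, plated overnight at 30 C and loaded with no-wash calcium dye.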
# D2 antagonist: antagonists of human D2 dopamine receptor. AID 485344. actives 2% (n = 340,000). inhibition, % at 10 µM. P14416. HEK293 TREx D2 cells, calcium flux, dopamine EC80; in the data active means inhibition above about 30%; further: 0% is about no effect
# Target sequence (P14416 whole entry, looked up): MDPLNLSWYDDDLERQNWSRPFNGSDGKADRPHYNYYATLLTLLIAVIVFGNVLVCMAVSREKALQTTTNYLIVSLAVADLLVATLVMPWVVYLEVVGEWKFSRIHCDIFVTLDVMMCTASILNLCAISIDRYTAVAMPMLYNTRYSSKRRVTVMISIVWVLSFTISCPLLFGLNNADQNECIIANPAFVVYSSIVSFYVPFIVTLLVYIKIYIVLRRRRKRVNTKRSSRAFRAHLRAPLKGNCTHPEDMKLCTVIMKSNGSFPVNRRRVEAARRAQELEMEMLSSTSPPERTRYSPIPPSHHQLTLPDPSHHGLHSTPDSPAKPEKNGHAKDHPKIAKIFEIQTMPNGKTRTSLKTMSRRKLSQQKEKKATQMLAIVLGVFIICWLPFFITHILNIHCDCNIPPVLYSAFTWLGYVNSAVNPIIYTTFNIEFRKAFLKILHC
#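 Antagonism is scored as inhibition of an EC80 dopamine-evoked calcium signal in a force-coupled, tetracycline-inducible HEK293 T-REx D2 line, with compound present 180 s before agonist.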
# RXFP1 antagonist: blocks the human relaxin receptor RXFP1 | HEK293-RXFP1, relaxin-stimulated cAMP HTRF, 30 min; stronger effect = lower value | actives 0.59% (n = 350,000) | activity change, negative = inhibition, % at 57.5 µM | Q9HBX9 | AID 1259400;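 active means activity change of -60% or lower, but not beyond a set lower limit; inconclusive means change between -60% and -40%, or beyond the set limit; inactive means change above -40%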; further: on the % scale 0 is the no-effect control and ±100 the full control effect
# TRHR agonist: TRH receptor (human) agonism; P34981; TRHR cells, calcium flux fluo-8, FDSS agonist mode; activation, % at 2 µM; actives 0.18% (n = 360,000); AID 493084; further: 0% is about no effect
#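 In this calcium-flux screen, cells bearing human TRHR are dye-loaded with fluo-8, baselined for 10 cycles, then exposed to library compounds; positive kinetic calcium responses during the agonist phase mark hits, with TRH as control.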
# D2 potentiator: D2 dopamine receptor (human) potentiation; P14416; HEK293 T-REx D2, calcium flux, EC20 dopamine potentiation; potentiation, % at 10 µM; actives 0.34% (n = 340,000); AID 485347;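 active means potentiation over 3 SD above the plate norm, cut at about 30% in these data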; further: 0% is about no effect
#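 Primary screen. Calcium kinetics in induced HEK293 T-REx D2 cells: compound pre-addition 180 s, EC20 dopamine, 180 s more.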
# D2 agonist: activates the human D2 dopamine receptor; P14416; HEK293 T-REx D2 cells, calcium flux agonist mode; actives 0.53% (n = 340,000); activation, % at 2 µM;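 active means activation over 3 SD above normal in the single-dose calcium agonist read, cut at about 30% in these data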; further: 0% is about no effect
#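 HEK293 Trex D2 cells, tetracycline-induced, o/n 30 C 5% CO2; no-wash Ca dye, RT 30–90 min; 10-cycle baseline, 23 nl cpd added, kinetic Ca read 180 s; agonist hits = positive Ca response.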
# D1 potentiator: potentiators of human D1 dopamine receptor; HEK293 TREx D1 cells, calcium flux, dopamine EC20 potentiation; AID 504651; actives 0.036% (n = 360,000); potentiation, % at 10 µM; in the data active means potentiation above about 30%; further: 0% is about no effect
# Starred values were filed as active, the others as inactive; ? = inconclusive; · = no result given. Unless noted, no stated cut-off is given here; in the data, active means activation above about 30%; inactive means the rest.
# Order of results: D2 antagonist	TRHR agonist	D2 potentiator	RXFP1 antagonist	D2 agonist	D1 antag	D1 potentiator	TRHR enhancer	D1 agonist
> CCCCNC(=O)c1onc(CS(=O)(=O)c2ccccn2)c1C(=O)NCCCC
  8	-0.4	-4	·	-0.4	7	-6	-2	1
> CC(Sc1nnc(Cc2ccc3c(c2)OCO3)o1)C(N)=O (configuration not stated)
  9	0.1	2	-1	2.0	-11	-1	7	2
> Cc1cc(OC(=O)c2ccc(Cl)cc2Cl)c([N+](=O)[O-])c(=O)[nH]1
  5	-0.6	6	·	-1.0	-6	-4	1	-1
> COc1ccccc1CNC(=O)CSc1nn2c(=O)c(C(C)(C)C)nnc2s1
  -4	-1.1	-2	-12	-0.6	5	0	0	6
> C=CCSc1nc2sc3c(c2c(=O)[nH]1)CCC3
  5	0.8	4	8	0.5	-8	-2	1	0
> O=C(CNc1cccc(S(=O)(=O)N2CCCCC2)c1)Nc1cccc(F)c1
  19	0.0	-7	-8	-0.9	-5	1	-6	19
> COc1cc2cccc(OC)c(=O)c2c(O)c1OC
  ·	-0.5	14	-4	·	3	0	3	1
> O=C(NCc1ccco1)C1c2ccccc2Oc2ccccc21
  -10	-0.5	-2	-19	-0.6	-1	0	-2	2
> Cc1ccc(C)c(S(=O)(=O)N2CCCCC2CCNC(=O)C(=O)NC2CC2)c1 (configuration not stated)
  3	-0.4	9	-5	-1.3	6	0	-5	0
> CC(C)c1nc2oc3c(NCc4cccnc4)ncnc3c2c2c1CCC2
  -16	-0.5	0	-4	-0.4	-8	1	-2	0
> Cc1ccc(NC(=O)Cn2c(=O)n(Cc3nc(C)no3)c(=O)c3cc4c(cc32)OCO4)cc1
  ·	0.4	3	0	-0.6	-9	-3	-3	4
> COC(=O)[C@H](CCSC)NC(=O)c1cccnc1SC
  -4	0.9	12	-3	0.9	3	0	-2	2
> O=C(CC(C(=O)O)c1c[nH]c2ccccc12)c1ccccc1 (configuration not stated)
  4	-0.8	-7	-16	-1.3	1	-5	-5	2
> O=C(Nc1ccc2c(c1)CCC2)Nc1ccccc1Cl
  12	0.1	-7	-6	-0.1	-4	-10	2	2
> O=C(NCCc1ccccc1F)c1ccc2c(c1)OCCO2
  -10	-1.6	1	-8	-0.5	-5	-10	-1	5
> COc1cc(OC)c(NC(=O)c2csc(C)c2)cc1Cl
  -1	-0.5	11	4	-0.8	-12	-4	-4	-1
> O=c1c2ccccc2nc(SCc2ccccc2Cl)n1Cc1ccccc1
  ·	1.7	-4	-8	·	-1	-1	-3	6
> O=C1CCCC2=C1C(c1cccs1)Nc1ccc3ncccc3c12 (configuration not stated)
  3	-0.5	14	10	0.1	32	-11	3	1
> CC1CCCC(NC(=O)C2CCC(CNc3c(N4CCCCC4)c(=O)c3=O)CC2)C1C (configuration not stated)
  1	0.2	8	-18	-0.2	0	-3	1	1
> CC(C)NC(=O)c1c(CSc2ccc(Cl)cc2)noc1C(=O)NCc1ccccc1
  -2	1.1	-6	·	-0.7	4	-11	-3	11

# Compounds above that have an NH in an aromatic ring, in the order listed:
# Order of results: D2 antagonist	TRHR agonist	D2 potentiator	RXFP1 antagonist	D2 agonist	D1 antag	D1 potentiator	TRHR enhancer	D1 agonist
> Cc1cc(OC(=O)c2ccc(Cl)cc2Cl)c([N+](=O)[O-])c(=O)[nH]1
  5	-0.6	6	·	-1.0	-6	-4	1	-1
> C=CCSc1nc2sc3c(c2c(=O)[nH]1)CCC3
  5	0.8	4	8	0.5	-8	-2	1	0
> O=C(CC(C(=O)O)c1c[nH]c2ccccc12)c1ccccc1 (configuration not stated)
  4	-0.8	-7	-16	-1.3	1	-5	-5	2

# More entries.
# Order of results: D2 antagonist	TRHR agonist	D2 potentiator	RXFP1 antagonist	D2 agonist	D1 antag	D1 potentiator	TRHR enhancer	D1 agonist
> O=[N+]([O-])c1ccccc1S(=O)(=O)Nc1cccc(-c2ccc(N3CCCC3)nn2)c1
  5	0.4	-4	1	0.2	4	-2	-5	1
> O=C(NN1CCOCC1)c1ccc(S(=O)(=O)N2CCCCC2)cc1
  14	3.1	-2	-11	2.3	-7	3	-1	5
> Cc1cccc(NC(=S)NCc2ccncc2)c1C
  -1	-0.2	-1	-1	-0.6	-8	1	0	3
> CCSC1=C(C#N)C(c2ccc(C)o2)CC(=O)N1 (configuration not stated)
  -34	0.1	9	-5	-0.5	-7	-2	-8	1
> CCn1c(-c2cc(-c3cc(OC)ccc3OC)nc3ccccc23)n[nH]c1=S
  -8	-1.5	-3	1	-0.8	-4	0	0	2
> COc1ccccc1-n1c(SC(C)C(=O)NCC2CCCO2)nc2cc(Cl)ccc2c1=O (configuration not stated)
  -11	0.0	5	-11	0.3	-1	1	-11	3
> Cc1cccc(OCC(O)CN2C(C)(C)CC(O)CC2(C)C)c1C (configuration not stated)
  3	1.5	-8	-8	4.3	-9	2	1	7
> CCOC(=O)C1=C(CN2CCN(c3ccccc3)CC2)NC(=O)NC1c1ccc(C)cc1 (configuration not stated)
  ·	-1.4	3	·	-0.4	9	3	6	3
> COc1cc(C(=O)NC(c2ccc(Cl)cc2)c2cc(Cl)c3cccnc3c2O)cc(OC)c1OC (configuration not stated)
  ·	2.4	-2	-6	-0.1	5	1	-1	5
> CC[n+]1c(C)n(C)c2cc(S(=O)(=O)N(C)C)ccc21
  -28	0.6	-5	-17	-0.6	-4	-1	6	1
> Cc1nc(NCC2CCCO2)c2nnn(Cc3c(F)cccc3Cl)c2n1 (configuration not stated)
  2	0.7	8	-9	0.4	0	-5	1	4
> COc1ccc(N2CCN(C3CCCN(Cc4cccc(C)c4)C3)CC2)cc1 (configuration not stated)
  -6	-0.2	-5	-2	0.2	-1	-1	1	2
> Cc1cc(-c2cc(C(=O)NC3CCCC3)on2)nc(NCC2CC2)n1
  33*	-0.6	10	·	0.1	27	0	2	1
> N#Cc1ccccc1OCC(=O)NCCNC(=O)COc1ccccc1C#N
  -19	0.0	-3	-1	-2.0	1	-2	-9	2
> CC(=O)Nc1ccc(S(=O)(=O)NCCNc2ccccc2[N+](=O)[O-])cc1
  -18	-3.3	10	-8	0.3	7	-8	0	1
> O=C(CCSc1nc2ccccc2o1)Nc1ccccc1
  -3	1.5	4	7	1.2	-24	9	-7	10
> C#CCSc1nnc(CNS(=O)(=O)c2ccc(Br)cc2)n1C
  3	0.3	7	-6	0.2	-6	4	21	0
> CC(Oc1cccc(Cl)c1)C(=O)Nc1cc(Cl)ccc1N1CCOCC1 (configuration not stated)
  5	-0.1	15	?	-0.6	27	9	-4	1
> COc1ccc(CC(=O)OCc2cc(=O)n3cc(Br)ccc3n2)cc1OC
  11	0.3	1	-11	3.2	-13	-1	-6	3
> Cc1ccc(O)c(-c2cc(C(=O)Nc3ccc(S(=O)(=O)Nc4nc(C)cc(C)n4)cc3)[nH]n2)c1
  15	0.1	-6	-2	-0.4	1	-8	4	24
> Cc1ccccc1C(=O)Nc1ccnn1C1CCN(C(=O)c2cnsn2)CC1
  14	0.2	-2	25	1.0	-1	-5	-2	-1
> CC1CC(C)CN(CCC(=O)Nc2cccc(Cl)c2)C1 (configuration not stated)
  -7	0.4	-20	-7	1.1	15	-3	15	5
> COc1ccc(/C=C2\CCCC3C2=NN(C(=O)c2ccco2)C3c2ccc(OC)c(OC)c2)cc1OC (configuration not stated)
  20	0.4	14	-8	1.2	9	-8	9	4
> CC(NC(=O)C1CCC(=O)N1Cc1ccc(F)cc1)c1ccc2c(c1)OCCO2 (configuration not stated)
  -2	-0.6	-9	·	0.0	-19	-6	-5	2
> COc1ccc(N2CCN(C(=O)c3ccc4ccccc4n3)CC2)cc1
  8	-0.8	9	-5	0.1	-1	-5	11	0
> COc1ccc(-n2c(Cc3cccn3C)nnc2SCC(=O)Nc2nccs2)cc1
  -6	-0.4	15	·	-2.7	-1	1	20	1
> CC1CCN(C(=O)C2CCCN(S(=O)(=O)c3cccc4nsnc34)C2)CC1 (configuration not stated)
  -22	-1.3	-13	-14	-0.3	15	-8	3	7
> Cc1ccc(-c2onc3ccc(Br)cc23)cc1
  10	-0.3	-2	16	-0.7	-3	1	-2	6
> O=C(NC1CCN(Cc2ccccc2)CC1)c1ccc(Cn2c(=S)[nH]c3ccc(N4CCOCC4)cc3c2=O)cc1
  -12	-0.2	·	?	-1.0	25	-4	-1	1
> CCCOC(=O)c1c(NC(=O)CSc2nc(-c3ccco3)cc(C(F)(F)F)n2)sc(C(=O)OC)c1C
  16	-0.6	3	3	0.2	0	5	20	2

# Individual results from the entries so far:
# COc1ccc(N2CCN(C(=O)c3ccc4ccccc4n3)CC2)cc1 @ D1 potentiator = -5
# Cc1ccccc1C(=O)Nc1ccnn1C1CCN(C(=O)c2cnsn2)CC1 @ D1 potentiator = -5

# 6 successive records out of the list so far, quoted:
# Order of results: D2 antagonist	TRHR agonist	D2 potentiator	RXFP1 antagonist	D2 agonist	D1 antag	D1 potentiator	TRHR enhancer	D1 agonist
> Cc1ccccc1C(=O)Nc1ccnn1C1CCN(C(=O)c2cnsn2)CC1
  14	0.2	-2	25	1.0	-1	-5	-2	-1
> CC1CC(C)CN(CCC(=O)Nc2cccc(Cl)c2)C1 (configuration not stated)
  -7	0.4	-20	-7	1.1	15	-3	15	5
> COc1ccc(/C=C2\CCCC3C2=NN(C(=O)c2ccco2)C3c2ccc(OC)c(OC)c2)cc1OC (configuration not stated)
  20	0.4	14	-8	1.2	9	-8	9	4
> CC(NC(=O)C1CCC(=O)N1Cc1ccc(F)cc1)c1ccc2c(c1)OCCO2 (configuration not stated)
  -2	-0.6	-9	·	0.0	-19	-6	-5	2
> COc1ccc(N2CCN(C(=O)c3ccc4ccccc4n3)CC2)cc1
  8	-0.8	9	-5	0.1	-1	-5	11	0
> COc1ccc(-n2c(Cc3cccn3C)nnc2SCC(=O)Nc2nccs2)cc1
  -6	-0.4	15	·	-2.7	-1	1	20	1

# Source: PubChem BioAssay (National Center for Advancing Translational Sciences (NCATS))
